USP2a inh = inhibitors of human ubiquitin-specific protease USP2a; Potency, µM (titrated, usually from 38.3 µM), for the others: at the top dose activity change, negative = inhibition, actives largely listed as inhibitors; USP2 core, Ub-CHOP2 coupled fluorogenic reporter, 485/531; O75604; AID 463254; 330,000 compounds, 0.01% hits;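 further: potency means the concentration at half of the fitted maximal effect; plate controls were DMSO wells for no effect and full inhibition by NEM control for full effect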
Target sequence (O75604 whole entry, looked up): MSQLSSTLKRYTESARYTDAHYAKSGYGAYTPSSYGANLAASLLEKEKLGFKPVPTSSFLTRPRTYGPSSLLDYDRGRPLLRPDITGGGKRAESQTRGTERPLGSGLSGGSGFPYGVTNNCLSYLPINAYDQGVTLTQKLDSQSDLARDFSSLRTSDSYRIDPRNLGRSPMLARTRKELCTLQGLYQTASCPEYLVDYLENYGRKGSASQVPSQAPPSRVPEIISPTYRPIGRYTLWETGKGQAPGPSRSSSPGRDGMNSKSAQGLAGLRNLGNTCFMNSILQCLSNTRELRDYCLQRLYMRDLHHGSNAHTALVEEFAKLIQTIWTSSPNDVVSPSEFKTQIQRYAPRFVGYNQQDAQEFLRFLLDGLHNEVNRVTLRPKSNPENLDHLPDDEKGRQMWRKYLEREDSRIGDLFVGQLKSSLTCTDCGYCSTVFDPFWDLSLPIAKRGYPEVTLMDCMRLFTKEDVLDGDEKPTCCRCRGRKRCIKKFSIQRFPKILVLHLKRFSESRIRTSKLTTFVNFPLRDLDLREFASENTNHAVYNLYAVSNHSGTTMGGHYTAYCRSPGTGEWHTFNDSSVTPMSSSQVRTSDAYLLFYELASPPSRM
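Cell-free coupled assay: 10nM USP2 core preincubated 30min RT with compound in Tris-HCl pH 8.0/CaCl2/CHAPS buffer, then 25nM Ub-CHOP2 and 25nM reporter substrate; fluorescence (Ex 485/Em 531) read after 60min RT, normalized to NEM inhibition, concentration-response curves fitted.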
GALK inh = inhibitors of human galactokinase | Purified GALK, Kinase-Glo residual ATP luminescence | Potency, µM (doses to about 57.5 µM), inactives show at the highest dose activity change, negative = inhibition, usual class: inhibitors | P51570 | 270,000 compounds, 0.007% hits; further: potency means the concentration at half of the fitted maximal effect; on the % scale 0 is the no-effect control and ±100 the full control effect
Target sequence (P51570 whole entry, looked up): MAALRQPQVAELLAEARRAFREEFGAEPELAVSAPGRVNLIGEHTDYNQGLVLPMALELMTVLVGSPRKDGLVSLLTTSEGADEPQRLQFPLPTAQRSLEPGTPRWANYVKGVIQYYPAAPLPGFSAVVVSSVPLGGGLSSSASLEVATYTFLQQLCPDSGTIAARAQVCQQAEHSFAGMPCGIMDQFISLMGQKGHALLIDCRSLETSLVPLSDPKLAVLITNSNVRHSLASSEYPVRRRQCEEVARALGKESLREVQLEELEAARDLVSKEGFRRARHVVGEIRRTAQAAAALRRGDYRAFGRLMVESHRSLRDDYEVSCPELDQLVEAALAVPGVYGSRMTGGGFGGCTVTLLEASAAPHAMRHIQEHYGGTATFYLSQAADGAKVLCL
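Kinase-Glo Plus luminescence measured ATP left after a 1 h room-temperature reaction. The reaction used 5 nM GALK, 100 uM galactose and 35 uM ATP at pH 8.0 (20 mM HEPES, 5 mM MgCl2, 60 mM NaCl, 1 mM DTT, 0.01% BSA).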
TSHR antag = human thyrotropin receptor antagonism | P16473 | TSHR-expressing cells, TSH-stimulated cAMP HTRF, 2 h; stronger effect = lower value | activity change, negative = inhibition, % at 11.5 µM | 330,000 compounds, 0.2% hits | AID 504810;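 active means activity change below a set negative limit, meaning inhibition stronger than a set level, cut at about -70% in these data; inconclusive means activity change between two set negative limits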; further: on the % scale 0 is the no-effect control and ±100 the full control effect
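Antagonism was scored as loss of TSH-driven cAMP in TSHR cells, stimulated with 4nM TSH (EC80) for 2 hours at 37 deg C and detected by homogeneous HTRF competition immunoassay.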
hERG WT inh = inhibitors of human wildtype KCNH2 potassium channel | Q12809 | U2OS, BacMam KCNH2, thallium flux FluxOr; stronger effect = lower value | activity change, % at 1.84 µM | 340,000 compounds, 0.37% hits;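 active means maximum activity change below -70%; inconclusive means maximum activity change between -70% and -50%; inactive means maximum activity change above -50%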; further: on the % scale 0 is the no-effect control and ±100 the full control effect
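U2OS cells transduced with wild-type KCNH2 virus are loaded with FluxOr dye for 45 min, and thallium flux is measured in kinetic reads before and after stimulation buffer. Rate constants are normalized to DMSO controls.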
MBNL1 CUG block = inhibitors of human MBNL1 binding to CUG repeat RNA; Q9NR56; TR-FRET MBNL1-His/biotin-(CUG)12 binding, 665/545 ratio; Potency, µM (titrated, usually from 57.5 µM), for inactives: top-dose activity change, negative = inhibition, hits mostly inhibitors; 280,000 compounds, 0.036% hits; AID 2675; active means well fitted inhibition curve with a large enough effect in the signal ratio, with a control signal flat, not every such curve was filed as active; inconclusive means small, poorly fitted or top-dose-only effect, or effect the other way, or a change in a side signal; inactive means no such curve, though single readings can be large or run the other way; the % refers to the signal ratio; further: potency means the concentration at half of the fitted maximal effect; on the % scale 0 is the no-effect control and ±100 the full control effect
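His-tagged MBNL1 binding to biotinylated (CUG)12 RNA was measured by TR-FRET using terbium anti-His antibody (0.055 ng/ul final) and streptavidin-XL665 (5 nM final). Compounds were titrated 92 nM to 58 uM; 60 min at room temperature.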
Menin-MLL TR inh = inhibitors of human menin-MLL interaction, mutant MLL peptide; AID 1768; Potency, µM (highest dose often 61.6 µM), without a hit: top-dose FP activity change, negative = inhibition, actives largely listed as inhibitors; O00255; 270,000 compounds, 0.23% hits; Menin + Texas Red MLL mutant peptide, fluorescence polarization; active means well fitted inhibition curve with a large enough effect in the polarisation, with a control signal flat, not every such curve was filed as active; inconclusive means small, poorly fitted or top-dose-only effect, or effect the other way, or a change in a side signal; inactive means no such curve, though single readings can be large or run the other way; the % refers to the polarisation; further: potency means the concentration at half of the fitted maximal effect; % of control where 0% means no effect; many of its hits are not listed in these tables
Eya2 phos inh = inhibitors of human Eya2 phosphatase activity | Potency, µM (titrated, usually from 76.9 µM), for the others: top-dose activity, negative = inhibition, actives largely listed as inhibitors | 330,000 compounds, 0.006% hits | O00167 | recombinant Eya2, OMFP fluorescence dephosphorylation (OMFP is methylfluorescein phosphate); further: potency means the concentration at half of the fitted maximal effect; on the % scale 0 is the no-effect control and ±100 the full control effect
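Eya2 (0.2 uM) preincubated 10 min at ambient with compound, then OMFP substrate added at 50 uM; 10 min reaction in 50 mM HEPES pH 7.5, 50 mM NaCl, 5 uM MgCl2, 0.05% BSA, 1 mM DTT. Fluorescence read at Ex 485/Em 525 nm.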
Mito fusion act = mitochondrial division inhibition or fusion activation; Potency, µM (doses to about 46.1 µM), for the others: top-dose growth rescue (activation), hits mostly activators; 320,000 compounds, 0.23% hits; S. cerevisiae fusion-defective mutant growth rescue, CellTiterGlo 48 h;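 further: potency means the concentration at half of the fitted maximal effect; % of control where 0% means no effect; nearly all actives have a fitted effect of over 45% in size; temperature-sensitive fusion mutants such as fzo1-1 at 37 °C on non-fermentable ethanol glycerol medium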
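Read-out: ATP-based luminescence (CellTiterGlo, 10 min ambient) reporting growth of fusion-defective ts yeast after 48 hours at 37C on glycerol/ethanol YPEG medium in the presence of compound.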
PKM2 activator = PKM2 (human) enzyme activation | purified PKM2, Kinase-Glo ATP luminescence, activation; response scale: 0% is enzyme alone, no compound | Potency, µM (doses to about 57.5 µM), without a hit: at the highest dose activation, usual class: activators | P14618 | 260,000 compounds, 0.34% hits; further: potency means the concentration at half of the fitted maximal effect; on the % scale 0 is the no-effect control and ±100 the full control effect; nearly all actives have a fitted effect of over 55% in size
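Purified hPK-M2 (>95%) run at intermediate activity with 0.1 mM ADP and 0.5 mM PEP in 50 mM imidazole pH 7.2, KCl, MgCl2; 1 h room temperature. ATP formed read by Kinase-Glo luminescence; normalized to uninhibited and no-enzyme controls.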
BCR signal inh = inhibitors of chronic active B-cell receptor signaling; ABC-DLBCL IkBa-CBG/CBR reporter, luminescence ratio, 4 h; Potency, µM (series often up to 46.1 µM), inactives show at the top dose ratio change, negative = lower green/red ratio, hits mostly inhibitors; AID 493014; 340,000 compounds, 0.05% hits; active means well fitted inhibition curve with a large enough effect in the signal ratio, with a control signal flat, not every such curve was filed as active; inconclusive means small, poorly fitted or top-dose-only effect, or effect the other way, or a change in a side signal; the % refers to the signal ratio;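 further: potency means the concentration at half of the fitted maximal effect; plate controls were basal doxycycline-induced cells for no effect and cells given 10 µM MG132 for full effect; MG132 reads +100%, hits lower the ratio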
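Compounds up to 46 uM were incubated four hours with TMD8 cells whose green CBG68 luciferase is fused to IkappaBalpha; red CBR luminescence normalised the signal, and concentration-effect curves were fitted to fusion, red and ratio data.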
ASM inhibitor = inhibitors of human secretory acid sphingomyelinase. Potency, µM (doses to about 57.5 µM), inactives show at the top dose activity change, negative = inhibition, usual class: inhibitors. placental ASM, HMU-PC fluorogenic substrate, 60 min. AID 504937. 340,000 compounds, 0.006% hits; further: potency means the concentration at half of the fitted maximal effect
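qHTS format. ASM enzyme prepared from human placenta hydrolyses the fluorogenic substrate HMU-PC0 (9 uM final) over 60 min at 37 °C after a 10 min compound preincubation.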
An asterisk follows results filed as active; i = inactive; u = inconclusive; x = not tested or not shown; & = joins results of further samples; [ ] = another dose, or the depositor's remark. Unless noted, the call rests on the fitted dose curve; in most records, active means well fitted curve in the direction sought with a large enough effect; inconclusive means small, poorly fitted or top-dose-only effect, or another doubt; inactive means no such curve, though single readings can be large; an effect the other way counts as inactive or inconclusive. Only part of the results is shown; count on the stated rates, not on these rows.

SMILES	USP2a inh	GALK inh	TSHR antag	hERG WT inh	MBNL1 CUG block	Menin-MLL TR inh	Eya2 phos inh	Mito fusion act	PKM2 activator	BCR signal inh	ASM inhibitor
O=C(CCl)Nc1ccc(N2CCCCCC2)cc1	0%	8%	-14	-10	0%	-8%	5%	u	-3%	-16%	2%
O=C(COc1cccnc1[N+](=O)[O-])Nc1ccc(Cl)c(S(=O)(=O)N2CCOCC2)c1	-1%	-2%	-7	0	x	x	16%	1%	5%	u	-2%
CC[C@]12c3[nH]c4ccc(Cl)cc4c3CCN1C(=O)[C@@H](CC(=O)NCc1cccc(C(F)(F)F)c1)C[C@@H]2C(=O)N1CCN(C(=O)c2ccco2)CC1	-14%	x	-17	-9	x	x	-10%	x	x	u	-10%
CN(CC(=O)Nc1c(Cl)cccc1Cl)C(=O)CCCN1C(=O)c2ccccc2C1=O	3%	-1%	17	1	18%	1%	0%	3%	-10%	u	3%
CCOc1cc(NS(=O)(=O)c2ccc(NC(C)=O)cc2)c(OCC)cc1NC(=O)C(C)C	-3%	-2%	-4	-9	-5%	-1%	2%	0%	6%	-8%	4%
CCOC(=O)COc1coc(CN2CCN(c3ccccc3)CC2)cc1=O	-1%	2%	16	-4	0%	x	6%	5%	x	0%	2%
COc1ccccc1C(=O)Nc1ccc2c(c1)OCO2	0%	1%	-6	-4	-3%	9%	14%	3%	-17%	u	-1%
CCOC(=O)c1ccc(NC(=O)CSc2nc(C)nc3c2c(=O)n(C)c(=O)n3C)cc1	1%	1%	-4	-5	-8%	23%	-19%	4%	-13%	u	-24%
O=C(Cc1c[nH]c2ccccc12)OCC(=O)c1ccccc1	-2%	2%	-20	2	2%	u	-16%	0%	-1%	u	0%
CCOC(=O)Cc1c(C)c2c(O)cc(O)cc2oc1=O	2%	-1%	-5	7	17%	4%	1%	-4%	1%	-1%	344%[activator]
Cc1ccc(NC(=O)CCCn2nc(C)c3c(C)n(-c4ccccc4)nc3c2=O)c(Cl)c1	3%	7%	-9	5	0%	u	u	-14%	-1%	7%	3%
Cc1cccc(OCC(=O)NCC2CCCO2)c1C (configuration not stated)	2%	1%	-7	2	3%	5%	-13%	4%	3%	0%	-1%
COc1cccc(C(=O)/C=C/Nc2ccc(S(=O)(=O)Nc3ncccn3)cc2)c1	6%	0%	7	11	63%[activator]	-1%	-4%	0%	9%	0%	173%[activator]
C=CCOCCN1C(=O)C2C3C=CC(C2C1=O)C1C2C(=O)N(CCOCC=C)C(=O)C2C31 (configuration not stated)	-6%	3%	4	-5	-4%	-18%	-6%	-1%	u	1%	-6%
O=C(Nc1ccccc1NC(=O)C1CCCO1)c1ccco1 (configuration not stated)	4%	1%	4	i	u	-7%	-1%	-3%	-4%	4%	1%
CN(C)S(=O)(=O)Oc1ccccc1C(=O)Nc1ccc(F)cc1F	2%	3%	6	i	2%	-2%	-19%	2%	-8%	0%	0%
COc1cc(NC(=O)COc2ccc(-n3cnnn3)cc2)c(OC)cc1Cl	3%	1%	2	-35	-1%	20%	1%	0%	-10%	-4%	-2%
CC(=O)c1cccc(N2C(=O)CC(N3CCN(S(=O)(=O)c4ccccc4F)CC3)C2=O)c1 (configuration not stated)	-1%	x	-9	1	x	x	0%	x	x	2%	2%
CC(=O)c1cccc(NS(=O)(=O)c2ccc(N/C=C/C(=O)c3ccc(F)cc3)cc2)c1	-16%	0%	-73*	1	5%	x	-7%	7%	10%	u	33%
Cc1ccc2nc(N3CCN(C(=O)c4cccs4)CC3)c(C#N)cc2c1	-1%	1%	-1	1	5%	-2%	-4%	-9%	0%	2%	204%[activator]
Cc1oc2cc3oc(=O)c(CCC(=O)NC4CC4)c(C)c3cc2c1C	10%	x	-1	0	12%	-9%	5%	8%	-2%	-8%	31%
S=C(NCc1ccccc1)NCc1ccc(Cl)cc1	4%	7%	9	-12	-4%	x	-7%	-12%	0%	u	-1%
CCOc1ccc(-c2ccc(SCC(=O)NCC3CCCO3)nn2)cc1 (configuration not stated)	0%	1%	-2	3	x	2%	-1%	-4%	-3%	-1%	0%
O=C(OCC#CCSc1nnc(-c2cccc3ccccc23)o1)c1ccc2ccccc2c1	2%&4%	x	-3&9	x	x	x	6%&3%	-9%	x	-19%&2%	8%
Cc1ccc(S(=O)(=O)N2CCCCC2)cc1NC(=O)CSc1nnc(N)s1	1%	0%	-3	-1	2%	-6%	15%	-7%	-32%	0%	3%
O=[N+]([O-])c1ccc2c(c1)[nH]c(=S)n2-c1ccccc1	1%	0%	-7	8	29%	u	10%	-3%	-10%	2%	-4%
CN(C)S(=O)(=O)c1ccc(NC(=O)N2CCOCC2)cc1	-3%	2%	0	0	-4%	0%	-5%	3%	15%	-3%	7%
CC1=CCC[C@@H]2[C@@](C)(CC/C(C)=C/C(=O)O)[C@H](C)CC[C@@]12C	0%	x	-14	2	-1%	4%	-10%	-11%	0%	u	-10%
COc1cc(C2=NOC(C(=O)NCc3ccco3)C2)cc(OC)c1OC (configuration not stated)	0%	0%	8	-8	0%	-23%	8%	2%	8%	u	1%
CC(C)CCNC(=O)c1cc2c(=O)[nH]c3ccccc3c2s1	1%	0%	0	-8	14%	30%[activator]	3%	5%	x	u	3%
COc1ccc(NS(=O)(=O)c2ccc(NC(=S)NC(=O)c3cccc(F)c3)cc2)nn1	1%	3%	6	x	-20%	13%	8%	-1%	-19%	u	-2%
Cc1nn(-c2ccccc2)c2sc(C(=O)N(CC(=O)NC(C)(C)C)Cc3ccco3)cc12	-2%	1%	-9	-3	-5%	18%	-5%	26%	-2%	u	-5%
O=C(Cc1ccccc1)NNC(=O)C1CC=CCC1 (configuration not stated)	3%	0%	14	2	-3%	-5%	-8%	2%	-2%	-10%	4%
CNc1snc(C)c1C(=O)OC(C)C(=O)Nc1cccc(OC)c1 (configuration not stated)	2%	x	-5	-3	x	x	-10%	4%	x	-4%	1%
CCCN(CC(=O)Nc1ccccc1C)C(=O)c1cccc(S(=O)(=O)N2CCN(c3ccccc3)CC2)c1	0%	x	-2	-5	x	x	-4%	2%	x	18%	-2%
O=[N+]([O-])c1ccc(O)c(/C=N/Nc2ccccn2)c1	0%	1%	-15	-5	2%	u	-7%	-3%	-5%	u	-5%
CCOC(=O)Cc1c(C)nc2c(-c3ccc(Cl)cc3)c(C)nn2c1C	1%	1%	-18	-21	0%	20%	5%	8%	0%	0%	-4%
CC12CCC(=O)N1C(C(=O)Nc1ccc(Cl)c(S(=O)(=O)N3CCCCC3)c1)CS2 (configuration not stated)	-1%	x	-1	2	x	x	5%	-8%	x	-1%	1%
C[C@@H](C(=O)N1CCNCC1)n1cc(CCCN=C(N)N)nn1	-2%	-1%	-5	-1	-13%	14%	-26%	-1%	-2%	-11%	8%
CCCCOC(=O)CSc1nnc(N)s1	0%	3%	-10	0	-17%	11%	4%	-1%	13%	0%	8%
COC(=O)c1cc(N=Nc2c(C)[nH]c3ccccc23)cc(C(=O)OC)c1	11%	-2%	-4	-5	-7%	x	-7%	2%	-6%	u	-10%
COc1ccc2oc(-c3cccc(NC(=O)CSc4ccc(Cl)cc4)c3)nc2c1	-4%	-6%	-27	-10	-15%	u	5%	13%	1%	u	-5%
COc1ccc(C(=O)N(C)C2CCCN(Cc3ccccc3F)C2)cc1C (configuration not stated)	-2%	0%	41	-4	7%	u	-7%	5%	1%	-9%	8%

Source: PubChem (National Center for Advancing Translational Sciences (NCATS))
